MPTP inh: blocks calcium-induced mitochondrial swelling | isolated mouse mitochondria, Ca2+ swelling absorbance, 30 min | AID 602449 | inhibition, % at 10 µM | hit rate 1.4% among 360,000;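 active = inhibition of 50% or more, scaled per plate between neutral and stimulator controls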;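 note: 0% = DMSO wells given calcium and 100% = 1 mM EGTA wells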
GRIN3A LBD mod: modulates the human NR3A ligand-binding domain; NR3A LBD differential scanning fluorimetry, Tm shift; 0% = protein alone, 100% = glycine-bound protein; hit rate 2.5% among 340,000; Tm shift relative to glycine control, % at 25 µM;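 active = melting temperature shift of at least 10% of the positive control shift, at one fixed dose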
* = called active by the depositor. An excerpt, so the mix of outcomes need not match the whole.

SMILES | MPTP inh | GRIN3A LBD mod
CCC(c1ccccc1)C(CC)c1cc(O)c(O)c(O)c1 (stereo unspecified) | 30 | -3
CCOC(=O)/C(=C/C=C1\Sc2cc(C)c(C)cc2N1CC)C(C)=O | -2.9 | 2
Cc1ccc(CNC(=O)c2ccc(-n3cccc3)cc2)cc1 | -0.6 | -2
Cc1cc(N)cc(C)c1-c1c(Br)cc(N)cc1Br | -1.6 | 0
Cc1c(C(=O)O)c(=S)sn1CCOc1ccccc1 | 0.1 | 0
CSc1ccc(/C=C2\C(=N)N3N=C(CC(=O)N4CCOCC4)SC3=NC2=O)cc1 | -0.1 | 1
Clc1nnc2c3ccccc3ccn12 | -0.8 | 0
O=C(C1=NNCC1c1ccccc1)C1CO1 (stereo unspecified) | 1.3 | 1
O=S(=O)(/C(=C\c1ccc(C(F)(F)F)cc1)c1nc2ccccc2[nH]1)c1ccccc1 | -1.0 | -1
O=C(Cc1cccc(NC(=O)C2CCCN(C(=O)CCc3ccccc3)C2)c1)Nc1cccc(C(=O)N2CCOCC2)c1 (stereo unspecified) | -0.1 | 0
CCOC(=O)c1sc(NC(=O)CCCCCN2C(=O)c3cccc4cccc(c34)C2=O)nc1C | 3.8 | 4
COc1ccc(S(=O)(=O)Nc2cccc(S(=O)(=O)N3CCCCCC3)c2)cc1 | 1.9 | -6
O=C(O)CSc1nc2ccc(Br)cc2[nH]1 | 1.2 | 5
COc1ccc(S(=O)(=O)N(C)C)cc1NC(=O)C1CCN(c2ncnc3sc(C)c(C)c23)CC1 | -0.7 | -3
CCCCC(CC)CN1CN(CC(CC)CCCC)CC(C)(N)C1 (stereo unspecified) | 9.7 | 0
O=C(OC(C(=O)NC1CCCC1)c1ccccn1)c1cccs1 (stereo unspecified) | -1.2 | 1
Cc1ccc(NC(=S)N=Nc2c(O)n(C)c3ccc(S(=O)(=O)N4CCOCC4)cc23)cc1 | 3.3 | -11
COc1cc(N=Nc2ccc(C)cc2S(N)(=O)=O)c(C)cc1N | 0.0 | -2
C=CCN1C=C(C(=O)c2ccccc2)C(=O)CC1 | -1.3 | 2
COc1cc2c3c(c1)C1(C(=O)N3C(C)(C)C=C2C)C(C#N)=C(N)Oc2cc(C)oc(=O)c21 (stereo unspecified) | -0.9 | 0
COC(=O)c1cccc(NC(=O)NC2CCCN2S(=O)(=O)c2ccc(Cl)cc2)c1 (stereo unspecified) | -6.8 | -11
CN(C)c1ccc2cc(S(=O)(=O)O)cc(O)c2c1 | -0.5 | -2
CCN(C(=O)CSc1nnc(-c2cccc(F)c2)n1N)c1c(N)n(Cc2ccccc2)c(=O)[nH]c1=O | -0.1 | -1
O=C1C2C3C=CC(O3)C2C(=O)N1N=C1CCCCC1 (stereo unspecified) | 0.1 | -3
Oc1c(Cl)cc(Cl)c(Cl)c1CN1CCOCC1 | 0.1 | -1
SMILES | MPTP inh | GRIN3A LBD mod
Cc1nn(Cc2ccccc2Cl)c(C)c1NC(=O)C1C2CCC(O2)C1C(=O)O (stereo unspecified) | 5.8 | 1
O=C(O)c1ccc(/C=N/Nc2ccc(C(F)(F)F)cn2)cc1 | -1.0 | 0
CC1(C2CCC3(C)OC3C2)CO1 (stereo unspecified) | 0.0 | -4
CCCC(=O)NC(c1cccs1)c1cc([N+](=O)[O-])c2cccnc2c1O (stereo unspecified) | 5.3 | -7
Clc1ncnc2[nH]ccc12 | -0.5 | -2
Cc1ccc(S(=O)(=O)N(CCCc2c(C)nc[nH]c2=O)c2ccccc2)cc1 | 0.1 | -2
COc1ccc(N=Nc2nc3ccc(Br)cc3n2C)cc1 | -0.2 | -10
COc1ccccc1C(CNC(=O)CN1C(=O)NC(C)(c2ccc3ccccc3c2)C1=O)N1CCCC1 (stereo unspecified) | -2.2 | 1
Cc1ccc(Nc2nc(Cl)nc3ncn(C)c23)c(C)c1 | 0.8 | -1
C/C(=N\NC(=O)c1nnn(-c2nonc2N)c1CN(C)c1ccccc1)c1ccccn1 | -1.8 | -10
O=C(NCc1ccco1)c1ccc(Cl)cc1[N+](=O)[O-] | -0.5 | 1
CC1(C)COC(c2cc3c(cc2Br)OCO3)OC1 | -2.7 | -4
Cc1cn(CC(=O)NCc2ccccc2)c(=O)[nH]c1=O | -0.6 | 1
COC(=O)c1sc(S(=O)(=O)Nc2ccc(Br)cc2)c(C(=O)OC)c1C | 29 | 0
CC1(c2ccccc2)CC(C)(C)N2C(=O)/C(=C3\SC(=S)NC3=O)c3cccc1c32 (stereo unspecified) | 102* | -6
CN(C(=O)c1cccc(NC(=O)Cc2ccc(NC(=O)C3CCCN(C(=O)CCc4ccccc4)C3)cc2)c1)C1CCCCC1 (stereo unspecified) | 0.6 | 2
Oc1ccc2ccc(Cl)cc2c1 | 1.6 | -4
CCN(CC)S(=O)(=O)c1ccc(Cl)c(C(=O)NNC(=O)c2csc(N3CCOCC3)n2)c1 | -0.2 | -1
Cc1cn(CC(=O)NCc2ccccn2)c(=O)[nH]c1=O | -1.1 | 1
S=c1nc[nH]c2c1ncn2C1CCCC1 | -1.3 | -8
COCCN(CCOC)S(=O)(=O)c1ccc(C(=O)Nc2ccncc2)cc1 | -0.7 | 1
COC(=O)c1ccc(Cn2ccc(=O)[nH]c2=O)cc1 | -0.8 | -2
C=CCN1CCc2nc(N)sc2CC1 | -0.1 | 1
Nc1nc(SCc2ccc(Br)cc2)c2ncn(C3OC(CO)C(O)C3O)c2n1 (stereo unspecified) | -0.4 | 2
Cn1cnc([N+](=O)[O-])c1Sc1nc(N)nc2c1ncn2C1OC(CO)C(O)C1O (stereo unspecified) | 0.3 | 0
SMILES | MPTP inh | GRIN3A LBD mod
O=C1NC(=O)C2(CCCC2)N1 | -0.7 | 0
COc1c(C=O)c2c(c(OC)c1OC)-c1ccc(OC)c(=O)cc1C(NC(C)=O)CC2 (stereo unspecified) | 1.9 | 0
Cc1ccc(S(=O)(=O)NN=C2CC3CCC2(C)C3(C)C)cc1 (stereo unspecified) | -2.1 | 4
NC(=S)NN=C1CCSCC1 | -0.2 | -2
O=C(NCC(c1ccco1)N1CCCCC1)c1ccc(COc2ccc(Cl)cc2)cc1 (stereo unspecified) | 4.2 | -5
CCOc1ccc(C(=O)Nc2ccc(N3CCN(C(=O)c4ccco4)CC3)cc2)cc1Br | 0.2 | -6
Oc1ccc(C=NN=Cc2ccco2)c(O)c1 | 0.6 | 3
CCC1(c2ccc(F)cc2)NC(=O)N(CC(=O)N2CCN(S(=O)(=O)c3ccc(C)cc3C)CC2)C1=O (stereo unspecified) | 1.5 | 5
O=[N+]([O-])c1ccc(C=NN2CCCCCC2)cc1 | 0.2 | 5
O=C(Nc1cccc([N+](=O)[O-])c1)NN1CCCCCC1 | 94* | 8
CN(C)C(CNC(=O)c1cccc(S(=O)(=O)Nc2ccc(SC(F)F)cc2)c1)c1ccccc1 (stereo unspecified) | 1.7 | -1
COc1cccc(CC2(CO)CCCN(Cc3ccc(OC(F)F)cc3)C2)c1 (stereo unspecified) | 0.8 | 26*
O=C(c1ccccc1)c1coc(-c2ccccc2)c1 | -1.2 | 2
COCCN1C(=O)c2ccccc2C(C(=O)NCCCN2CCCC2=O)C1c1c[nH]c2ccccc12 (stereo unspecified) | -0.4 | -1
O=c1cc(C=NNc2ccccc2)[nH]c(=O)[nH]1 | -1.5 | 0
C[C@H]1NC(=O)[C@]2(C)[C@@H](c3ccccc3)[C@H]3COc4ccccc4[C@@H]3N2C1=O | 0.5 | -1
CC(C)CC(=O)/C(=C\c1ccc(Cl)cc1Cl)n1cncn1 | 1.2 | 1
COc1ccc2c(=O)c3c(=O)n(Cc4ccccc4)c(C(C)C)nc3oc2c1 | 2.8 | 2
CC1CNC(=S)N(c2ccccc2)C1=O (stereo unspecified) | 0.2 | 0
COc1cc(NC(=O)CCC(=O)N2CCN(S(=O)(=O)c3ccc(C)cc3)CC2)cc(OC)c1 | 1.6 | -1
CCOC(=O)C(C)N1CC(=O)N(c2ccccc2)C1=O (stereo unspecified) | 0.7 | 0
CC(=O)N(Cc1ccccc1)C(CC(=O)NCc1ccccc1)C(=O)O (stereo unspecified) | -0.4 | 1
Cn1c(/N=C/c2c(O)ccc3ccccc23)nc2ccccc21 | 4.6 | -1
CC1CCN(c2nc3c(c(=O)[nH]c(=O)n3C)n2CCSc2ncccn2)CC1 | -1.0 | -4
CC(=O)Nc1c(Br)cc2c(c1Br)Cc1cc([N+](=O)[O-])ccc1-2 | -1.1 | 2
SMILES | MPTP inh | GRIN3A LBD mod
OC(CSc1ccccc1)CN1CCN(c2ccc(Cl)cc2)CC1 (stereo unspecified) | 3.0 | 1
CC(C)(C)OC(=O)N(Cc1ccccc1)Cc1cccc(OCc2cccc(NC(=O)c3ccccc3)c2)c1 | 1.1 | -3
Cc1c(NC(=O)COC(=O)c2cc(-c3ccc(-c4ccccc4)cc3)nc3ccccc23)c(=O)n(-c2ccccc2)n1C | 1.4 | -3
Cc1ccc(NC(=O)C2SC(=Nc3ccccc3)C(C(=O)Nc3ccc(Cl)cc3)=C2N)cc1 (stereo unspecified) | 29 | 17*
CCCOC(=O)c1ccc(NC(=O)COC(=O)C2CCN(c3ccc(C(F)(F)F)cn3)CC2)cc1 | 0.6 | 21*
CN(C)CCN(Cc1ccco1)c1ccccn1 | -1.3 | -1
CCCN(Cc1ccccc1)C(=S)Nc1ccc(SC(F)F)cc1 | 0.3 | -4
CNc1cccnc1C=NNC(N)=S | 1.2 | 0
C=CC(=O)Nc1cccc(CN2C(=O)N(c3cc(OC)cc(OC)c3)Cc3cnc(NCCCCN(CC)CC)nc32)c1 | -1.2 | -2
CC1=NN(c2ccc(Cl)c(C(=O)O)c2)C(=O)/C1=C\c1ccc(-c2ccc(C(=O)O)cc2)o1 | 2.4 | 2
CC(=O)C12OC(C)(C)OC1CC1C3CCC4=CC(=O)C=CC4(C)C3(F)C(O)CC12C (stereo unspecified) | 0.6 | -1
CCOC(=O)C1CCCN1C(=O)C1(NC(C)=O)CCCC1 (stereo unspecified) | 2.4 | 2
CC(=O)Oc1c(/C=C(\C#N)C(N)=O)[nH]c2ccccc12 | 1.1 | 1
Cc1ncc([N+](=O)[O-])n1S(=O)(=O)c1ccc2c(c1)OCCO2 | -0.1 | 0
COc1ccc(N2C(N)=NC(N)=NC2(C)C)cc1 | -1.1 | 0
Cn1cc2ccc(N)cc2n1 | -5.0 | -1
CNC(=S)NN=C(C)CCCC(C)=NNC(=S)NC | 0.1 | 0
COc1ccccc1C=Cc1ccnc2ccccc12 | -0.1 | 1
Cc1cc(C(=O)CSc2nnc(-c3ccco3)o2)c(C)n1CC1COc2ccccc2O1 (stereo unspecified) | -0.5 | -1
Cc1nn(C(C)(C)C)c(OC(=O)C2CCCC2)c1S(=O)(=O)c1ccccc1 | 3.1 | 4
COC1=CC(=O)OC(C)(c2ccccc2)C1 (stereo unspecified) | -1.4 | 2
O=C(O)c1ccc(-c2ccc(/C=C3\NC(=O)N(Cc4ccc(Cl)cc4)C3=O)o2)cc1 | 9.3 | -2
Cc1ccc(S(=O)(=O)N2CCN(c3ncccn3)CC2)cc1C | 0.2 | 2
CCC(C)c1ccc(NC(=S)NCc2ccccc2OC)cc1 (stereo unspecified) | 3.3 | -1
CCOc1ccc(-c2ccc(/C=C3/C(=N)N4C=CSC4=NC3=O)o2)c([N+](=O)[O-])c1 | 4.5 | 14*
SMILES | MPTP inh | GRIN3A LBD mod
COc1cccc(NC(=S)NCc2ccc3c(c2)cc(C)n3C)c1 | 2.7 | -5
CC(C)c1ccc(C2OCC(C)([N+](=O)[O-])CO2)cc1 (stereo unspecified) | -2.2 | -2
O=C(Nc1ccc(Br)c2ccccc12)c1ccc2ccccc2c1O | 39 | 19*
Nc1ccc(N=Nc2ccc(O)cc2)c(N)n1 | -0.1 | -8
CCOC(=O)c1sc(N2C(=O)C(O)=C(C(=O)c3ccc(C)o3)C2c2cccc([N+](=O)[O-])c2)nc1C (stereo unspecified) | -0.2 | -2
O=C(NC1CCCCC1)C(c1ccc(F)cc1)N(CCc1ccccc1)C(=O)CN1C(=O)c2ccccc2S1(=O)=O (stereo unspecified) | -4.4 | 2
